# PAFAH1B2 FP inh – PAFAH1B2 (human) inhibition. P68402. actives 1.2% (n = 340,000). inhibition, % at 3.39 µM. recombinant PAFAH1B2, FP-rhodamine activity probe, fluorescence polarization;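 active = inhibition above the mean of all tested compounds plus 3 SD, cut at about 24% in these data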;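 note: 0% = enzyme with DMSO and 100% = wells lacking PAFAH1B2; many of its hits are not listed in these tables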
# pPAFAH FP inh – pPAFAH (human) enzyme inhibition; recombinant pPAFAH, FP-rhodamine probe fluorescence polarization; actives 1.5% (n = 330,000); inhibition, % at 3.39 µM;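 active = inhibition above the mean inhibition across the screen plus 3 SD, cut at about 25% in these data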;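 note: inhibitors block binding of the rhodamine activity-based probe so polarization drops; 0% = enzyme with DMSO and 100% = wells lacking pPAFAH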
# Fam108B counter – blocks mouse Fam108B hydrolase in RBBP9 counter-screen; AID 1947; actives 0.33% (n = 300,000); recombinant Fam108B, FP-Rh probe fluorescence polarization; inhibition, % at 9.51 µM;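 active = inhibition above the screen mean inhibition plus 3 SD, computed separately per campaign, cut at about 18% in these data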;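 note: inhibitors lower polarization as less probe binds the enzyme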
# GLD-1 TGE inh – GLD-1-TGE RNA interaction inhibition (C. elegans); purified GLD-1 + fluorescein TGE RNA, fluorescence polarization; Q17339; AID 2280; actives 0.44% (n = 320,000); inhibition, % at 5.96 µM;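 active = percent inhibition above a per-plate cutoff, the plate mean of test compounds plus 3 SD, cut at about 30% in these data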;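 note: 0% = DMSO wells with GLD-1 and probe and 100% = wells lacking GLD-1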
# AHR act – activators of human aryl hydrocarbon receptor; actives 2.5% (n = 320,000); activation, % at 5 µM; AHR-responsive luciferase reporter cells, luminescence; in the data active = activation above about 47%;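 note: 0% = vehicle wells and 100% = reference agonist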
# Target sequence (P35869 whole entry, looked up): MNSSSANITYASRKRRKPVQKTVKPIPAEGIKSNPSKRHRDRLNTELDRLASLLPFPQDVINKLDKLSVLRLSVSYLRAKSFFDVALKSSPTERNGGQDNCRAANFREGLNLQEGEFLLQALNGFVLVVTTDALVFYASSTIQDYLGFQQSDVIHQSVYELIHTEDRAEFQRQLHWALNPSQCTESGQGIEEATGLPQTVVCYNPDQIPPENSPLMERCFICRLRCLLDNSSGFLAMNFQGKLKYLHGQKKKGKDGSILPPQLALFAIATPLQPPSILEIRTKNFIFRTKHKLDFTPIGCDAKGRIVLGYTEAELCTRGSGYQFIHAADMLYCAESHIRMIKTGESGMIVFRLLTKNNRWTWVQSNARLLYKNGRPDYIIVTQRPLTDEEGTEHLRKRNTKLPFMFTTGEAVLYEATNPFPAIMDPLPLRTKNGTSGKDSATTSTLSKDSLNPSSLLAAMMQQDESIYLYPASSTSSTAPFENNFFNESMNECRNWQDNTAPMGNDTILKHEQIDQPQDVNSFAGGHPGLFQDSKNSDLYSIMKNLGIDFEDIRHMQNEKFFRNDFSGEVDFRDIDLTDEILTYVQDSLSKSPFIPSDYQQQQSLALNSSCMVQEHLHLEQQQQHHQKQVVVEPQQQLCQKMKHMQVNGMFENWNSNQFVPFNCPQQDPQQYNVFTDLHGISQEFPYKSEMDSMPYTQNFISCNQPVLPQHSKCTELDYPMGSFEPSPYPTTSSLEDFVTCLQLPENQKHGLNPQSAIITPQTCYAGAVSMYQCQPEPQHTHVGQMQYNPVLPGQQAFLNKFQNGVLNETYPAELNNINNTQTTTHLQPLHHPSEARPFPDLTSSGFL
# PME-1 inh – blocks human protein phosphatase methylesterase 1. Q9Y570. recombinant PME-1, FP-Rh probe fluorescence polarization. inhibition, % at 5.9 µM. actives 0.53% (n = 320,000);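 active = inhibition above the campaign mean of all compounds plus 3 SD, cut at about 26% in these data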;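 note: competitive labeling of PME-1 active site by serine hydrolase directed probe; 0% = PME-1 with DMSO and 100% = wells lacking PME-1 enzyme; inhibitors block probe labeling so polarization falls and inhibition rises; many of its hits are not listed in these tables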
# BCLXL inh – inhibitors of human Bcl-xL. actives 0.7% (n = 320,000). Q07817. GST-Bcl-xL / FITC-Bim BH3 peptide fluorescence polarization. inhibition, % at 10.9 µM;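 active = inhibition above the mean of all tested compounds plus 3 SD, cutoff set per campaign, cut at about 30% in these data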;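 note: 0% = DMSO wells and 100% = unlabeled Bim-BH3 peptide competitor; inhibitors lower millipolarization by displacing the labeled peptide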
# Target sequence (Q07817 whole entry, looked up): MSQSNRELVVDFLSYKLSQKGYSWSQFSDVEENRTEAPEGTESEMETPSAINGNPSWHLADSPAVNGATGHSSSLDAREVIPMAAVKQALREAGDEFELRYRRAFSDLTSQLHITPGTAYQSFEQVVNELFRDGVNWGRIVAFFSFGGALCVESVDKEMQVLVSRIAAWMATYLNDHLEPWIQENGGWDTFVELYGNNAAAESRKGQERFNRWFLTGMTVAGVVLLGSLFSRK
# MCL1 BIM primary – disrupts human MCL1 binding to BIM-BH3 peptide; Q07820; GST-MCL1 / FITC-Bim-BH3 fluorescence polarization; inhibition, % at 10.9 µM; actives 0.68% (n = 320,000); AID 2057;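 active = inhibition above the mean inhibition of all tested compounds plus 3 SD, set per campaign, cut at about 40% in these data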;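 note: 0% = DMSO wells and 100% = unlabeled Bim-BH3 peptide control; higher means more loss of mP so more displacement of Bim peptide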
# MEX-5 binding – C. elegans MEX-5 TCR-2 RNA binding activity; activity score (negative = inhibition of binding), % at 10 µM; MEX-5/FITC-TCR2 RNA binding, fluorescence polarization; active compounds read low; actives 0.38% (n = 300,000); AID 1832; Q9XUB2;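 active = inhibition past about -25% in most replicates, and total fluorescence under double the plate's negative control median, limit read from the data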;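 note: 0% = DMSO and -100% = 5 µM competing unlabeled TCR2 RNA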
# * hit, by the source's call; x = not tested or not shown.
SMILES,PAFAH1B2 FP inh,pPAFAH FP inh,Fam108B counter,GLD-1 TGE inh,AHR act,PME-1 inh,BCLXL inh,MCL1 BIM primary,MEX-5 binding
CC(C)COc1ccc(C(=S)N2CCCC2)cc1,-2,-3,-1,3,-4,-4,1,2,-0.3
CCNc1ccc(S(=O)(=O)C(F)(F)F)cc1NC(=O)C12CCC(CC1)C2,10,2,4,4,0,2,3,0,0.8
O=c1cc(-c2ccccc2)n(S(=O)(=O)c2ccccc2)o1,5,-3,3,-3,0,-1,8,-2,3.1
O=C(CCCOc1ccc(Cl)cc1Cl)NCC1CCCO1 (stereo not given),-4,6,4,7,-1,2,-2,1,3.1
Cc1c(NCc2ccccc2O)c(=O)n(-c2ccccc2)n1C,2,0,-3,-6,1,-2,4,3,2.4
Cc1ccc(S(=O)(=O)N(C)C)cc1NC(=O)CSc1nnc(C2CC2)n1C1CC1,2,1,x,2,-1,-2,-4,-2,x
O=C(CN1C(=O)COc2ccccc21)Nc1ccc(N2CCOCC2)cc1,-1,-3,4,1,15,5,3,9,0.6
CN(C)C(=O)c1ccc(Oc2ccc(C(=O)N(C)C)cc2)cc1,2,-1,2,4,-2,2,4,-1,-0.9
COc1cccc(-c2csc(N3CCN(CC(=O)NNC(=O)c4ccc(Cl)cc4)CC3)n2)c1,2,-1,6,-2,13,-5,0,4,-1.4
CCOC(=O)C1CCCN(C(=O)c2cc(Nc3ccc(OC)cc3OC)nc3ccccc23)C1 (stereo not given),6,10,4,8,11,10,1,4,0.4
COc1ccc(-n2c(Cc3cccn3C)nnc2SCC(=O)Nc2ccc(C)c(Cl)c2)cc1,5,8,-3,4,1,3,1,7,-0.2
COc1cc(OC)cc(C(=O)N[C@H](C(=O)Nc2cccc(S(=O)(=O)N3CCCC3)c2)C(C)C)c1,8,10,2,5,1,2,4,2,-1.8
Nc1cccc(-c2nc3ccc(N)cc3s2)c1,1,-1,5,4,10,8,5,-1,-1.7
Fc1ccc(C2=Nn3c(Cc4ccccc4)nnc3SC2)cc1,3,8,1,4,-1,1,1,-1,1.1
COC(=O)CC1C(=O)NC2CCCCC2N1C(=O)c1ccccc1 (stereo not given),3,-1,6,-5,-2,3,1,0,-4.6
COc1ccc(C(C)=O)cc1COC(=O)c1ccc(N)c([N+](=O)[O-])c1,-2,11,-1,1,1,-5,-9,-2,-1.7
O=C(Nc1cc(Sc2ccccn2)cc([N+](=O)[O-])c1)c1cccc(F)c1,8,4,21*,3,25,4,-3,-2,x
CC(C)NC(=O)COc1ccc(S(=O)(=O)N2CCOCC2)cc1,-2,2,0,4,0,-1,6,-3,1.7
Cc1ccsc1/C=N/NC(=O)c1ccco1,0,2,-3,2,6,-2,5,8,-1.2
Cn1c(SCC(=O)N2CCCCCC2)nnc1-c1ccco1,-3,6,2,1,1,3,6,1,-0.6
COc1cc(C2C(C#N)=C(N)OC3=C2C(=O)CCC3)c([N+](=O)[O-])cc1OC (stereo not given),12,38*,19*,98*,25,-28,156*,194*,-63*
Cn1c(-c2ccc(F)cc2)cnc1NCc1ccccc1,2,-3,3,-9,2,10,4,-3,-0.5
COc1ccc(-c2csc(NC(=O)c3cc(=O)c4ccccc4o3)n2)cc1OC,10,2,-2,4,-3,-11,8,6,-3.2
COc1ccccc1-c1nnc(SC/C(O)=C(\C#N)c2nc3ccccc3[nH]2)n1C1CCCCC1,-2,15,4,3,16,-1,6,-3,-0.6
C=C(C)C1CC=C(CN2CCC(C(=O)OCC)CC2)CC1 (stereo not given),8,-9,-2,1,0,-3,0,-4,-0.8
CCn1c(=O)cc(SCC(=O)N2CCN(c3ccccc3F)CC2)c2ccccc21,5,-1,1,9,10,7,1,-4,1.2
Cc1c(Cl)cccc1NC(=O)CNC(=O)C1CCN(C(=O)Nc2ccccc2)CC1,3,1,x,-2,1,-2,0,-1,x
CCCCN1CCc2c([nH]c3ccccc23)C1=O,0,5,-1,0,14,-5,7,9,-2.8
COCCn1c(SCC(=O)Nc2cccc(S(N)(=O)=O)c2)nc2ccccc21,3,6,2,7,2,1,-4,-1,0.2
O=C(CN1C(=O)/C(=C/c2ccc(F)cc2)SC1=S)NC1CCS(=O)(=O)C1 (stereo not given),7,-1,-13,7,0,-3,2,1,-2.0
O=C(Cn1c(=S)[nH]c2ccccc2c1=O)N1CCN(c2ccccc2)CC1,-14,7,1,2,2,4,-4,-5,-3.0
Cc1ccc(C)c(NC(=O)CN(C)C(=O)c2ccccc2OCc2c(C)noc2C)c1,4,-1,x,4,0,-1,2,-1,x
O=S(=O)(c1ccccc1F)N1CCCc2ccccc21,3,5,5,-1,3,6,10,2,-1.1
O=C(O)COCC(=O)Nc1ccc2c(c1)CCC2,2,1,-1,-2,5,3,7,7,-0.8
Cc1ccc(NC(=O)c2c(C)noc2C)cc1S(=O)(=O)N1CCOCC1,3,-1,x,-3,0,x,x,x,x
CC1CCCN(C2(O)C(=O)Nc3c(C(F)(F)F)cccc32)C1 (stereo not given),1,23,-3,2,4,3,-2,-3,1.5
CC(C)NC(=O)/C(=N\O)c1ccccc1,2,4,1,10,-3,4,2,-3,1.2
CCOc1cc(N2CCOCC2)c(OCC)cc1NC(=O)CCS(=O)(=O)c1ccc(Cl)cc1,3,2,3,-1,2,9,8,0,-2.0
O=C(/C=C/c1ccccc1)N/C(=C/c1ccccc1)C(=O)Nc1ccc(C(=O)O)cc1,3,0,4,6,0,-7,6,-1,4.6
Cc1ccc(NC(=O)CNc2cc(S(=O)(=O)N3CCOCC3)ccc2NCC2CCCO2)cc1F (stereo not given),0,5,8,9,-4,3,3,5,-1.1
C=CCOC(=O)N1CCN(c2cccc(C(F)(F)F)c2)CC1,2,8,2,9,-4,3,2,-3,0.7
O=C(CCCc1cccs1)Nc1nccs1,12,0,3,-5,5,0,4,0,0.2
O=C1NCCCC1C(=O)N/N=C/c1cc([N+](=O)[O-])ccc1O (stereo not given),4,-2,9,-4,1,6,3,3,-1.9
Cc1ccc(S(=O)(=O)N2CCCCC2)cc1NC(=O)CCNC(=O)c1ccccc1,8,6,x,1,-1,x,x,x,x
C/C=C\C=C/C(=O)Nc1cccc(C2=NOC3(C2)C[C@@H](C(N)=O)N(C(=O)c2ccc(Cl)cc2)C3)c1 (stereo not given in full),-5,1,-3,1,5,-5,6,5,-1.4

# Entries listed so far that bear a hit mark in MCL1 BIM primary.
compound | PAFAH1B2 FP inh | pPAFAH FP inh | GLD-1 TGE inh | AHR act | PME-1 inh | BCLXL inh | MCL1 BIM primary | MEX-5 binding
COc1cc(C2C(C#N)=C(N)OC3=C2C(=O)CCC3)c([N+](=O)[O-])cc1OC (stereo not given) | 12 | 38* | 98* | 25 | -28 | 156* | 194* | -63*

# Following part
SMILES,PAFAH1B2 FP inh,pPAFAH FP inh,Fam108B counter,GLD-1 TGE inh,AHR act,PME-1 inh,BCLXL inh,MCL1 BIM primary,MEX-5 binding
COc1ccc(/C=N/N2C(C)CCCC2C)cc1O (stereo not given),3,-2,-5,-4,15,4,-1,-11,-0.4
CN1CCN(c2ccc([N+](=O)[O-])cc2C(=O)Nc2ccccc2)CC1,0,4,-2,0,1,-5,-1,0,-0.2
O=C(CNC(=O)c1ccccc1F)OCC(=O)c1c[nH]c2ccccc12,5,4,x,-3,25,x,x,x,x
CC(OC(=O)c1nn(C)c(=O)c2ccccc12)C(=O)Nc1ccc(S(N)(=O)=O)cc1 (stereo not given),2,6,-1,-2,2,1,2,-4,2.6
COc1ccccc1NS(=O)(=O)c1cccc(NC(=O)C2CC2)c1,3,-3,x,2,3,-1,-1,-5,x
C[C@]12c3[nH]c4ccccc4c3CCN1C(=O)C(CC(=O)NCCCn1ccnc1)C[C@@H]2C(=O)N1CCOCC1 (stereo not given in full),1,-1,x,-7,0,x,x,x,x
O=C(O)C1CCN(S(=O)(=O)Cc2ccccc2)CC1,2,8,1,8,19,-7,3,-2,0.6
NC(=O)COC(=O)c1ccc2c(c1)S(=O)(=O)N=C1CCCCCN12,5,1,-3,1,2,-1,7,1,-1.4
CC(CCN1CCN(CCO)CC1)c1ccccc1 (stereo not given),6,-1,2,10,-1,-5,4,9,-2.0
CCOC(=O)c1cnc(SCC(=O)Nc2sc(C)c(C)c2C#N)nc1N,-1,0,-6,3,4,-2,10,16,-0.7
Cc1oc2cc3oc(=O)c(CCC(=O)N4C[C@H]5C[C@@H](C4)c4cccc(=O)n4C5)c(C)c3cc2c1C,2,4,0,1,-1,3,1,-1,-1.3
O=C(CCN1C(=O)/C(=C/c2ccc(Cl)cc2)SC1=S)Nc1ccc(C(=O)O)cc1,5,3,-4,3,-1,-2,5,0,-0.1
COc1ccccc1CCN1CCCC(CN(C)C(=O)c2ccco2)C1 (stereo not given),1,3,-1,7,2,-3,1,3,8.2
CC(/C=C/c1ccccc1)=N\Nc1nc(-c2ccccc2)cs1,-1,11,7,1,1,0,5,6,1.9
CCN(CC)CCN(CC(=O)Nc1c(C)cc(C)cc1C)C(=O)c1ccccc1,6,2,-1,1,-1,2,5,3,2.1
COc1ccc(C(C)(C)C)cc1NC(=O)c1cccc(S(=O)(=O)N2CCN(C(C)=O)CC2)c1,-4,11,2,3,3,7,6,-1,-3.0
CCOc1ccc(N(CC(=O)NC2CCCCC2)S(=O)(=O)c2ccc(C)cc2)cc1,4,4,3,-3,2,-1,6,2,1.5
O=C(O)c1ccc(CS(=O)(=O)c2c(Cl)cccc2Cl)o1,6,-1,0,-4,1,-6,2,3,1.3
COCCNC(=O)c1c[nH]c2ccc(OC)cc2c1=O,-2,4,-1,2,9,3,8,3,2.3
COc1ccc(OC)c(NC(=O)c2ccc(-c3csc(C)n3)cc2)c1,3,9,-7,1,7,4,1,2,-0.4
O=Cc1c[nH]c2ccc(OCc3ccccc3)cc12,11,11,x,4,-1,0,2,4,x
CC(C)Nc1nnc(SCC(=O)c2c(N)n(Cc3ccccc3)c(=O)n(C)c2=O)s1,2,5,3,5,3,-3,1,-2,0.8
O=C(CSc1ccc(-c2ccccc2)nn1)N1CCCCC1,4,2,-1,5,24,3,8,4,2.5
CC(OC(=O)/C=C/c1ccccc1)C(=O)Nc1ccc(C(N)=O)cc1 (stereo not given),1,2,x,6,-2,5,3,1,x
O=C(Nc1nnc(SCc2ccccc2Cl)s1)C1COc2ccccc2O1 (stereo not given),11,5,-1,-2,-2,-7,4,8,1.1
O=C(COc1ccccc1Cl)Nc1nc(-c2cccs2)cs1,-1,0,-9,8,15,-17,6,9,1.5
COC(=O)c1cn(C(=O)c2cccc(Br)c2)c2ccccc12,4,5,3,3,6,6,0,1,2.7
CCCc1nc2c(ccc3ccccc32)cc1CC,10,5,3,-8,6,-9,3,-2,-1.3
O=C1NC(c2cc(Cl)cc([N+](=O)[O-])c2O)Nc2ccccc21 (stereo not given),-2,13,2,0,5,13,4,-1,0.6
OCCOc1nnnn1-c1ccccc1,10,3,2,-1,-1,3,4,0,3.1
Cc1[nH]n(-c2ccccc2)c(=O)c1C(c1ccccc1[N+](=O)[O-])C(C#N)C#N (stereo not given),2,12,5,15,11,2,12,10,-1.7
Cc1ccc(O)c(C2=NOC(O)(C(F)(F)C(F)F)C2)c1 (stereo not given),4,2,-4,5,0,-2,1,9,-0.4
CN(C)c1ccc(NC(=O)CN2CCC(NC(=O)C3CCCCC3)CC2)cc1,6,1,2,3,-1,0,1,2,2.7

# Assay outcomes from PubChem BioAssay.

# This is a subset (hit frequency here may not be typical).
